From PubChem BioAssay
XIAP antagonists: small molecules displacing peptide from XIAP – biochemical, IAP family, fluorescence polarization (AID 1018) | XIAP BIR domain, fluorescence polarization peptide displacement; higher % means a stronger effect | displacement, % at 20 µM, or IC50 in µM where a hit was titrated | 200,000 tested, 0.007% active; in the data active = displacement above about 50%; note: a part of the inactive calls stands beside numbers as strong as those of hits
P. falciparum M1AAP: P. falciparum M1AAP inhibitors, biochemical, fluorogenic H-Leu-NHMec substrate, 1536-well (AID 1445) | inhibition, % at 30 µM, or IC50 in µM where a hit was titrated | recombinant M1AAP, H-Leu-NHMec fluorogenic kinetic assay; higher % means a stronger effect | 220,000 tested, 0.42% active;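 active = primary inhibition above the hit cutoff, then over 50% inhibition at one or more dose response concentrations, cut at about 23% in these data, passing the limit was not always enough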;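 note: plate controls were DMSO full reaction for no effect and no enzyme background for full effect; strong numbers were not always called active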
TNAP activators: stimulation of alkaline phosphatase TNAP activity – biochemical, luminescent, no phosphate acceptor, uHTS, primary screen (AID 1001). purified TNAP, luminescent activation assay, no phosphate acceptor; higher activation fold means a stronger effect. 200,000 tested, 0.03% active. activation fold at 20 µM, or EC50 in µM where a hit was titrated; in the data active = activation fold from about 3, or a potency from the dose series; inactive = the rest, 99 in 100 with activation fold below about 1.6; note: many of its hits are not listed in these tables
human PMI inhibitors: human PMI inhibitors, high substrate, primary screen, biochemical, fluorescence intensity, high mannose 6-phosphate (AID 1220). inhibition, % at 20 µM, or IC50 in µM where a hit was titrated. 190,000 tested, 0.66% active. recombinant PMI enzyme, coupled fluorescence intensity; higher % means a stronger effect
LYP inhibition: inhibitors of LYP phosphatase, biochemical, fluorescence intensity, uHTS (AID 1779). inhibition, % at 11.5 µM; hits with a dose series show IC50 in µM. 290,000 tested, 0.054% active. recombinant LYP phosphatase, fluorescence intensity; higher % means a stronger effect;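 note: plate controls were vehicle with enzyme for no effect and no enzyme for full effect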
WT yeast gro inh: growth inhibition of WT yeast, mitochondrial fusion screen. mitochondrial fusion phenotypic screen, WT strain. inhibition, % at 10 µM. 190,000 tested, 2.1% active. AID 1362; in the data active = inhibition above about 58%; tested in S. cerevisiae
Yfh1-off respiration: enhancers of respiration in Yfh1-depleted yeast, dose response, Friedreich's ataxia, plus single-dose screen (AID 1465); S. cerevisiae Yfh1-off respiration, WST-1 reduction, 72 h; higher fold induction means a stronger effect; fold induction at 50 µM, or EC50 in µM where a hit was titrated; 220,000 tested, 0.074% active;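 active = fold induction of absorbance versus untreated yeast above a set limit, then at least 30% activation at any dose in follow-up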;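 note: activators that raise dye reduction in frataxin-depleted yeast; strong numbers were not always called active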
human PMI inhibition: inhibitors of human PMI, primary screen, biochemical, fluorescence intensity, coupled assay (AID 1209); one-dose inhibition, % at 20 µM; IC50 in µM for titrated hits; purified PMI enzyme, coupled fluorescence intensity; higher % means a stronger effect; 190,000 tested, 0.42% active;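 note: plate controls were DMSO vehicle for no effect and wells lacking substrate for full effect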
P. falciparum M17LAP: P. falciparum M17LAP inhibitors, primary screen, biochemical, fluorogenic H-Leu-NHMec substrate, 1536-well (AID 1619); recombinant M17LAP, H-Leu-NHMec fluorogenic kinetic assay; higher % means a stronger effect; inhibition, % at 30 µM; hits with a dose series show IC50 in µM; 220,000 tested, 0.38% active;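 active = compound inhibiting the enzyme by more than half at any dose during confirmatory dose-response retesting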;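 note: plate controls were full reaction with DMSO carrier for no effect and no enzyme background for full effect; strong numbers were not always called active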
WT yeast gro inh mutant strain: second read-out of WT yeast gro inh, no call of its own (marks repeat the call); inhibition, %; mitochondrial fusion phenotypic screen, mutant strain inhibition
An asterisk follows results filed as active; i = inactive; / = not tested or not shown. Cut-off read from the data, not from the text of the source, unless noted: active = inhibition above about 50%; inactive = the rest.

A first look:
compound | XIAP antagonists | P. falciparum M1AAP | TNAP activators | human PMI inhibitors | LYP inhibition | WT yeast gro inh | WT yeast gro inh mutant strain | Yfh1-off respiration | human PMI inhibition | P. falciparum M17LAP
Cc1cccc(OCC(=O)N/N=C\c2cccn2C)c1C | -6.2% | 5% | 1 | 16% | 2% | 8 | 16 | i | -2% | -2%
CCOc1cc(NC(=O)c2ccco2)c(OCC)cc1NC(=O)CCc1ccccc1OC | 1.3% | 17% | 1.1 | 17% | 7% | -2 | -16 | i | 19% | 18%
Nc1cccnc1Sc1cc(Cl)cc(Cl)c1 | 17% | -3% | 1 | 4% | -1% | 9 | 12 | i | 4% | -21%
CCCC(=O)NC(=S)Nc1ccccc1C(=O)OC | -2.3% | 8% | 0.9 | -12% | -9% | 11 | 25 | i | -8% | 17%
Cc1c(/C=N/NC(=O)COc2ccccc2[N+](=O)[O-])c2ccccc2n1C | 1.3% | 7% | 0.9 | 12% | -5% | 0 | -20 | i | 9% | 2%

The list itself, from the first entry:
compound | XIAP antagonists | P. falciparum M1AAP | TNAP activators | human PMI inhibitors | LYP inhibition | WT yeast gro inh | WT yeast gro inh mutant strain | Yfh1-off respiration | human PMI inhibition | P. falciparum M17LAP
Cc1cccc(OCC(=O)N/N=C\c2cccn2C)c1C | -6.2% | 5% | 1 | 16% | 2% | 8 | 16 | i | -2% | -2%
CCOc1cc(NC(=O)c2ccco2)c(OCC)cc1NC(=O)CCc1ccccc1OC | 1.3% | 17% | 1.1 | 17% | 7% | -2 | -16 | i | 19% | 18%
Nc1cccnc1Sc1cc(Cl)cc(Cl)c1 | 17% | -3% | 1 | 4% | -1% | 9 | 12 | i | 4% | -21%
CCCC(=O)NC(=S)Nc1ccccc1C(=O)OC | -2.3% | 8% | 0.9 | -12% | -9% | 11 | 25 | i | -8% | 17%
Cc1c(/C=N/NC(=O)COc2ccccc2[N+](=O)[O-])c2ccccc2n1C | 1.3% | 7% | 0.9 | 12% | -5% | 0 | -20 | i | 9% | 2%
Cc1cc(C)cc(C(=O)NCC(=O)OCC(=O)NCC(F)(F)F)c1 | -12% | 4% | 1.1 | 3% | -8% | 0 | 6 | i | 2% | -2%
CCOc1ccc(Br)cc1CC(=O)O | / | 16% | / | / | / | -10 | -5 | i | / | 10%
CN(C)c1nccc(N(Cc2ccccc2)Cc2ccccc2)c1C#N | -3.9% | 4% | 0.9 | 0% | 10% | 3 | -5 | i | -1% | 7%
CCn1c2ccccc2c2cc(NC(=O)Cc3ccc(S(=O)(=O)N4CCOCC4)s3)ccc21 | -4.8% | 5% | 1 | -11% | 0% | -12 | -9 | i | 2% | 11%
C=CCn1c(SCC(=O)NCC(=O)OCC)nnc1-c1ccccn1 | -1.4% | -6% | 1.1 | -3% | -11% | 8 | 10 | i | -3% | 1%
CCCSc1nc(C)c(C(C)=O)cc1C#N | -5.0% | -1% | 1.1 | -5% | -3% | 14 | 13 | i | -6% | 8%
NC(=O)C1CCN(C(=O)CSc2nc3c(c(-c4ccccc4)n2)CCCC3)CC1 | -5.2% | 2% | 1.1 | 3% | -7% | 21 | 19 | i | 5% | -11%
Cc1onc(-c2ccccc2)c1C(=O)Nc1ccccc1N1CCOCC1 | -7.2% | 5% | 1.1 | 18% | 2% | 5 | -6 | i | 19% | 5%
CCOc1ccc(NC(=O)COc2ccccc2)c([N+](=O)[O-])c1 | 1.2% | 1% | 1.1 | 1% | 7% | 2 | -3 | i | 0% | 5%
Cc1cccc(N2CCN(CC(O)COCc3cccs3)CC2)c1C (stereo not given) | -1.1% | 0% | 1.1 | 0% | -4% | 12 | 10 | i | 9% | 4%
COc1ccc(OC)c(/C=N/NC(=O)c2ccc(=O)[nH]n2)c1 | / | 6% | / | / | -9% | / | / | i | / | 2%
CCN(CC)CCNC(=O)CCc1n[nH]c(=O)c2ccccc12 | -3.2% | 7% | 1.1 | 4% | -6% | -9 | -3 | i | 5% | -2%
O/N=C/C1=C(Cl)c2ccccc2CC1 | -6.5% | 0% | 1 | 4% | -5% | 14 | -18 | i | 0% | 34%
CC(=O)Nc1nnc(-c2ccc3c(c2)CCCC3)o1 | -3.7% | 3% | 0.9 | 3% | -6% | 12 | 7 | i | 1% | -3%
Cc1cc(C)cc(N(CC(=O)NCC2CCCO2)C(=O)CN2C(=O)COc3ccccc32)c1 (stereo not given) | -2.3% | -8% | 1 | -21% | 2% | 4 | 12 | i | -12% | -12%
Cn1c(SCC(=O)NCCN2C(=O)CSC2=O)nc2ccccc2c1=O | -4.6% | 0% | 1.2 | 3% | -1% | 4 | 0 | i | 6% | -5%
O=C(COc1cccc(-n2cnnn2)c1)N1CCOCC1 | -1.2% | 6% | 1 | 5% | -2% | -8 | -2 | i | -6% | 0%
O=C(Nc1ccc2c(c1)CCC2)C1CCCO1 (stereo not given) | -20% | 3% | 1 | -16% | -4% | 4 | 3 | i | -12% | 7%
CCOC(=O)c1cnc2ccc(OCC)cc2c1N(C)Cc1ccccc1 | -3.8% | 2% | 1 | 27% | 6% | 48 | 4 | i | 31% | -13%
CC1CCN(CCC(=O)NN)CC1 | -2.6% | 0% | 1.1 | -4% | -4% | 5 | 7 | i | -7% | -6%
CCCCN(CC(=O)NC(C)(C)C)C(=O)C(=O)Nc1ccc2c(c1)OCCO2 | -11% | 3% | 1.1 | 14% | -12% | -15 | 11 | i | 19% | -4%
O=C(COc1cccnc1[N+](=O)[O-])N1N=C(c2ccc(Cl)cc2)CC1c1ccco1 (stereo not given) | -11% | 6% | 1.1 | -5% | 2% | 15 | 11 | i | -16% | 2%
COc1ccc(C2C(C)C3(O)CC(C#N)(C(=O)N3)C2(C#N)C#N)cc1 (stereo not given) | / | -1% | / | / | -11% | / | / | i | / | -1%
CCCCn1nnc(NC(=O)CCC)n1 | -6.3% | -1% | 1.1 | -1% | 1% | 4 | 31 | i | -5% | 6%
O=C(COc1ccccc1Cl)NCc1ccncc1 | -0.1% | 2% | 1.1 | -10% | -6% | -19 | -4 | i | -7% | -1%
Cc1cc(=O)[nH]c(SCCOc2cccc(C(F)(F)F)c2)n1 | -2.1% | 2% | 1.1 | 14% | -10% | 10 | -1 | i | 13% | 10%
C=CCn1c(SCc2csc(-c3ccc(C)cc3)n2)nnc1-c1ccccc1OC | -3.8% | 9% | 1 | -8% | 10% | 81* | 42* | i | 1% | 12%
COc1cc(C2c3c(oc4ccc(C)cc4c3=O)C(=O)N2c2cc(C)ccn2)cc(OC)c1OC (stereo not given) | -1.7% | / | 1.1 | 1% | -3% | / | / | / | 3% | /
O=[N+]([O-])c1ccccc1SNc1ccc(Br)cn1 | -1.8% | -1% | 1 | -1% | -3% | -10 | -21 | i | 2% | -1%
O=C(NNC(=S)Nc1ccc(Cl)cc1)c1cccs1 | -6.0% | / | 2 | -6% | -9% | -6 | -4 | i | -2% | /
CN1CCN(C(=O)CCN2C(=O)/C(=C\c3ccc(Cl)cc3Cl)SC2=S)CC1 | / | 9% | / | / | -1% | / | / | i | / | 4%
CCn1cc(C2=NCCO2)c2ccccc21 | -4.7% | -6% | 1 | -7% | -9% | 9 | 22 | i | 0% | 5%
COc1ccc(C(C(=O)Nc2ccc(C(C)C)cc2)N(C)C(=O)CNC(C)=O)cc1 (stereo not given) | -2.8% | 4% | 1.2 | 3% | -9% | 5 | 15 | i | 9% | 10%
CCCC[C@@H]1CN=C(N)N1CCc1cc(C(F)(F)F)cc(C(F)(F)F)c1 | / | 0% | / | / | -10% | / | / | i | / | -7%
CCN(CC)S(=O)(=O)c1ccc(N2CCOCC2)c(NS(=O)(=O)c2cc(C(C)(C)C)ccc2C)c1 | 0.0% | -1% | 1.1 | 12% | 2% | -7 | 11 | i | 19% | 3%
C/C(=C\C=C\c1ccccc1)C(=O)c1c(C)cc(C)[nH]c1=O | -0.9% | -1% | 1.1 | 17% | 4% | 8 | 14 | i | 4% | -14%
O=C(Nc1ccn(-c2ccccc2)n1)c1ccc(S(=O)(=O)N2CCCCCC2)cc1 | -4.2% | 4% | 1.1 | 10% | -6% | 21 | 29 | i | 9% | 4%
Cc1ccc(NC(=O)CSC(C)C(=O)NCCc2ccccn2)cc1 (stereo not given) | -6.7% | 3% | 1.1 | 0% | -5% | -8 | 8 | i | -6% | -4%
O=C(CN1CCCCC1)N1c2ccccc2Oc2ccccc21 | -6.3% | 3% | 1.1 | -8% | -6% | 20 | 19 | i | 0% | 8%
COC(=O)c1cc(Cl)nc2ccccc12 | -2.7% | 11% | 1.1 | -5% | 0% | 11 | -3 | i | -9% | -8%
Cc1nc2c(-c3ccccc3)c(C)nn2c(SCC(N)=O)c1Cc1ccccc1 | / | -1% | / | / | -4% | / | / | i | / | -1%
Cc1ccc2c(c1)-c1c(cnn1CC(=O)N1CCCN(Cc3ccccc3F)C1)CO2 | -5.2% | 26%* | 1 | 3% | -11% | 4 | -3 | i | 4% | 3%
O=C(NCc1ccccc1)N(Cc1cc2cc3c(cc2[nH]c1=O)OCCO3)CC1CCCO1 (stereo not given) | -3.8% | 5% | 1.1 | 10% | -9% | 2 | -2 | i | 2% | -15%
CCOC(=O)N1CCN(C(=O)C(NC(=O)c2ccc(CC)cc2)C(C)C)CC1 (stereo not given) | -10% | 12% | 1.1 | -6% | -4% | 4 | -6 | i | -1% | 2%
CCCC(=O)Nc1nc2ccc(S(=O)(=O)N3CCCCC3)cc2s1 | 0.6% | 6% | 1.1 | 3% | 3% | 11 | -6 | i | -7% | 7%
Cc1nn(C)c(C)c1S(=O)(=O)N1CCCC(C(=O)NCC2COc3ccccc3O2)C1 (stereo not given) | -2.9% | -3% | 1.1 | 0% | -3% | -14 | -2 | i | 4% | 11%
CC1CCN(CCOCCOc2ccc(Br)cc2Cl)CC1 | -1.2% | -1% | 0.9 | -20% | -2% | 43 | 36 | i | -12% | -8%
COc1ccc(Cl)cc1N(CC(=O)N1CCN(Cc2ccccc2)CC1)S(C)(=O)=O | -3.1% | 1% | 1 | 2% | 2% | 10 | 0 | i | 11% | 11%

One compound at a time, from the list above. Order of screens: XIAP antagonists | P. falciparum M1AAP | TNAP activators | human PMI inhibitors | LYP inhibition | WT yeast gro inh | WT yeast gro inh mutant strain | Yfh1-off respiration | human PMI inhibition | P. falciparum M17LAP
`CCOC(=O)N1CCN(C(=O)C(NC(=O)c2ccc(CC)cc2)C(C)C)CC1` (stereo not given) is listed as -10% | 12% | 1.1 | -6% | -4% | 4 | -6 | i | -1% | 2%
`CCCC(=O)Nc1nc2ccc(S(=O)(=O)N3CCCCC3)cc2s1` is listed as 0.6% | 6% | 1.1 | 3% | 3% | 11 | -6 | i | -7% | 7%
`COc1ccc(Cl)cc1N(CC(=O)N1CCN(Cc2ccccc2)CC1)S(C)(=O)=O` is listed as -3.1% | 1% | 1 | 2% | 2% | 10 | 0 | i | 11% | 11%
